LAP4 TOR yeast: modulators of LAP4-GFP expression in yeast, primary screen, S. cerevisiae, multiplex flow cytometry, MLPCN library; 3 h; median GFP as percent of DMSO wells; GFP response vs DMSO, % at 10 µM; actives 0.34% (n = 320,000);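 active = GFP response vs DMSO above a set limit, about the screen mean plus 3 SD, cut at about 150% in these data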
Efflux pump inh: inhibitors of Candida efflux pumps in yeast, primary screen, S. cerevisiae, Nile Red, multiplex. actives 0.44% (n = 330,000). inhibition, % at 10 µM. S. cerevisiae Candida pump triplex;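 active = plate passing quality check with inhibition over a set limit, or well fluorescence over plate mean plus 4 SD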;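 also: Nile Red retained in pooled yeast measured as flow cytometry median fluorescence; 0% = buffer negative control and 100% = Enniatin B positive control; higher means more Nile Red kept so more efflux inhibition; some compounds called inactive have numbers as strong as hits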
AHR activator: AHR activators, primary screen, cell-based, luminescence, luciferase reporter, human; Aryl hydrocarbon receptor (Homo sapiens), P35869; AHR-responsive luciferase reporter cells; activation, % at 5 µM; actives 2.5% (n = 320,000); AID 2796, 2010; in the data active = activation above about 47%;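 also: 0% = vehicle wells and 100% = reference agonist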
Target sequence (P35869 whole entry, looked up): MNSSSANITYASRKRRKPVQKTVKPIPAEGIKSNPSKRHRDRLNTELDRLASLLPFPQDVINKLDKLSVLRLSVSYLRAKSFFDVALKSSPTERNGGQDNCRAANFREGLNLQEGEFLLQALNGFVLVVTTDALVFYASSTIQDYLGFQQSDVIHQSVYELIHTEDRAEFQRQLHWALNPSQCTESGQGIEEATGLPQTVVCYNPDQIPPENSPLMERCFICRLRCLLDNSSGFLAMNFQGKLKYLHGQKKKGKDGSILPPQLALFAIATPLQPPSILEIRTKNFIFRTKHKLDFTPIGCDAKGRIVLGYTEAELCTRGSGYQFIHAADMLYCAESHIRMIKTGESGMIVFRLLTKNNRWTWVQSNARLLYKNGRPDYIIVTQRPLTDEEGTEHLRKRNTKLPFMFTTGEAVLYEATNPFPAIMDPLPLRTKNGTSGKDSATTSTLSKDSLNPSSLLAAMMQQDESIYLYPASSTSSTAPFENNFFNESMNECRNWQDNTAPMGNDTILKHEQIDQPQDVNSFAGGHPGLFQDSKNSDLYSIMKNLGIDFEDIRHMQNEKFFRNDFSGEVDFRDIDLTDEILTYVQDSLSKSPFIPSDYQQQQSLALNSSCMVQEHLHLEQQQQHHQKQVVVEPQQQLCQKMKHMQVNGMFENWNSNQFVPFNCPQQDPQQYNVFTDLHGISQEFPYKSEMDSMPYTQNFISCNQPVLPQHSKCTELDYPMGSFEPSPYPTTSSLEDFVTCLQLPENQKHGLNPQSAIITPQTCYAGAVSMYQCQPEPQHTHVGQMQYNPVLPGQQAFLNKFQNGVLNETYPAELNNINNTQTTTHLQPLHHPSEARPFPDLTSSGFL
AGP1 TOR yeast: modulators of AGP1-GFP expression in yeast TOR pathway, primary screen, cell-based, multiplex flow cytometry, S. cerevisiae, MLPCN library. 3 h; GFP as percent of DMSO wells. GFP response vs DMSO, % at 10 µM. actives 0.02% (n = 320,000). AID 2066, 2009;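 active = GFP response relative to DMSO above a set limit, near screen average plus 3 SD, cut at about 150% in these data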;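 also: median GFP channel fluorescence of the gated AGP1 strain per well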
CIT2-GFP yeast: modulators of CIT2-GFP expression in yeast, primary screen, S. cerevisiae, GFP fusion, multiplex flow cytometry, MLPCN library; actives 0.065% (n = 320,000); S. cerevisiae CIT2-GFP strain, 3 h; 100 means same as DMSO wells; AID 2029, 2009; GFP response vs DMSO, % at 10 µM;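 active = GFP response relative to DMSO above a set limit, near the screen mean plus 3 SD, cut at about 150% in these data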;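 also: ratio of well median GFP fluorescence to mean of DMSO wells on the plate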
MEP2 TOR yeast: modulators of MEP2-GFP levels in yeast, primary screen, S. cerevisiae, multiplex flow cytometry, MLPCN library; S. cerevisiae MEP2-GFP strain, 3 h; 100% = DMSO control level; GFP response vs DMSO, % at 10 µM; actives 0.51% (n = 330,000);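 active = GFP response versus DMSO above a set limit, roughly screen mean plus 3 SD, cut at about 180% in these data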;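 also: median GFP fluorescence of the barcode-gated MEP2-GFP cells per well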
RPL19A TOR yeast: RPL19A-GFP expression modulators in yeast, primary screen, cell-based, S. cerevisiae, multiplex flow cytometry, MLPCN | S. cerevisiae RPL19A-GFP strain, 3 h; hits give low values | AID 2025, 2009 | actives 0.3% (n = 330,000) | percent response vs DMSO, % at 10 µM;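 active = percent response vs DMSO below 50%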;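 also: median channel GFP fluorescence of the barcoded RPL19A-GFP strain; ratio of sample median GFP to plate DMSO average so 100% = DMSO; lower means less RPL19A-GFP as with rapamycin TOR inhibition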
CR mimetic SO: reduction of superoxide in aged yeast, primary screen, HTS. S. cerevisiae aged cells, superoxide DHE fluorescence; hits give low values. superoxide response (% of plate mean), % at 10 µM. actives 0.18% (n = 330,000);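 active = superoxide response under a set limit, about three screen SD below normal, cut at about 65% in these data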;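 also: yeast aged for seven days with compound at 30 °C before DHE staining; 100% = average MFI of all compound-treated wells on the plate with controls excluded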
Numbers without * were called inactive; x = no result given.

SMILES | LAP4 TOR yeast | Efflux pump inh | AHR activator | AGP1 TOR yeast | CIT2-GFP yeast | MEP2 TOR yeast | RPL19A TOR yeast | CR mimetic SO
COc1ccc(NC(=O)CC2SC(N3CCOCC3)=NC2=O)cc1OC (configuration not stated) | 97 | 0.0 | -2 | 92 | 93 | 94 | 92 | 100
CCCNC(=O)C(Cc1cccc(Br)c1)NC(=O)c1ccc(C#N)cc1 (configuration not stated) | 111 | 0.0 | -4 | 106 | 115 | 99 | 104 | 94
CSc1nccc(N2CCN(c3ccc(F)cc3)CC2)n1 | 93 | 0.1 | -9 | 101 | 101 | 97 | 103 | 76
O=c1[nH]c2ccc(NC(=S)Nc3ccc(F)cc3)cc2[nH]1 | 95 | 0.1 | 0 | 95 | 103 | 111 | 103 | 94
COc1ccc(NC(C)=O)cc1S(=O)(=O)N1CC=C(c2ccccc2)CC1 | 99 | -0.1 | 1 | 97 | 117 | 110 | 99 | 81
CCOc1ccccc1Nc1nnc(SCC(=O)N(C)C2CCS(=O)(=O)C2)s1 (configuration not stated) | 104 | -0.1 | 3 | 107 | 112 | 106 | 105 | 115
Cc1cc(C(=O)CN2C(=O)C(=O)N(Cc3ccco3)C2=O)c(C)n1CCc1ccccc1 | 102 | 0.0 | 16 | 99 | 88 | 97 | 98 | 130
CC(=O)Oc1ccc2c(c1)c(C(C)=O)c(C)n2C | 100 | 0.1 | 4 | 110 | 105 | 99 | 102 | 84
Cc1ccc(CNC(N)=S)cc1 | x | -0.2 | 0 | 98 | 89 | 93 | 96 | 96
Cc1ccc(-c2cc(C(=O)Nc3ccc(S(=O)(=O)Nc4onc(C)c4C)cc3)c3ccccc3n2)cc1 | 111 | 0.6* | 4 | 99 | 101 | 101 | 102 | 134
Cc1nc(-c2cccnc2)sc1C(=O)Nc1cccc(C(F)(F)F)c1 | 106 | -0.1 | 18 | 94 | 99 | 109 | 102 | 92
COc1cc(NC(=O)CN2C(=O)COc3ccc(S(=O)(=O)N4CCCC4)cc32)cc(OC)c1 | 100 | 0.2 | 34 | 99 | 100 | 108 | 100 | 98
O=C(CSc1nnc(-c2ccc(OC(F)F)cc2)o1)NC(=O)NCc1ccco1 | 96 | 0.1 | -3 | 97 | 92 | 97 | 97 | 110
O=C1CCCN1CCCNC(=S)Nc1ccccc1Cl | 115 | 0.0 | -3 | 103 | 98 | 103 | 101 | 107
COc1ccc(-c2noc(CCC(=O)NCc3ccco3)n2)cc1 | 106 | -0.1 | -1 | 98 | 94 | 93 | 94 | 89
COc1ccc(/C=N/NC(=O)c2ccc(Br)cc2)cc1Cn1cc(Cl)cn1 | 89 | 0.1 | 18 | 92 | 98 | 103 | 101 | 104
CC1CCCCC1NC(=O)CCS(=O)(=O)c1ccc2c(c1)NC(=O)CO2 (configuration not stated) | 103 | -0.1 | 3 | 106 | 101 | 101 | 100 | 105
COc1ccc(N(CC(=O)Nc2cccc(C(F)(F)F)c2)S(C)(=O)=O)cc1 | 98 | -0.1 | 1 | 98 | 94 | 95 | 99 | 108
C=CCN(CC=C)C(=S)Nc1ccccc1 | 100 | 0.0 | 1 | 103 | 103 | 102 | 99 | 104
COc1ccc(C)cc1NC(=O)NCCC1=CCCCC1 | 96 | -0.1 | 0 | 104 | 106 | 102 | 103 | 113
CC(OC(=O)CN1C(=O)NC2(CCCC2)C1=O)C(=O)Nc1cccc(Cl)c1 (configuration not stated) | 77 | -0.2 | 2 | 92 | 116 | 101 | 102 | 101
O=C(CNC(=O)c1ccco1)OC(C(=O)c1ccccc1)c1ccccc1 (configuration not stated) | 90 | 0.1 | 5 | 106 | 112 | 104 | 103 | 115
O=C1C2C3C=CC(C3)C2C(=O)N1c1ccc(N2CCN(c3ccccn3)CC2)c([N+](=O)[O-])c1 (configuration not stated) | 94 | -0.1 | -2 | 100 | 96 | 96 | 94 | 96
C=CCO/N=C/C1=C(O)C(C(=O)OC)C(C)(C)CC1=O (configuration not stated) | 90 | 0.6 | 3 | 94 | 78 | 93 | 97 | 112
CC(=O)N/C(=C\c1ccccc1)C(=O)OCC(=O)NC(=O)c1ccccc1 | 92 | -0.1 | 3 | 94 | 85 | 98 | 93 | 91
C=CCc1cc(C)ccc1OCCOCCn1ccnc1 | 98 | -0.1 | 55* | 103 | 100 | 104 | 102 | 95
COC(=S)N/C(=N\S(=O)(=O)c1ccc(Cl)cc1)c1ccccc1 | 99 | -0.1 | 2 | 97 | 103 | 107 | 96 | 104
CCc1cc2c(=O)n(Cc3ccco3)c(SCC(=O)NCC3CCCO3)nc2s1 (configuration not stated) | 93 | 0.1 | -3 | 100 | 99 | 103 | 103 | 97
Cc1c(NC(=O)/C(C#N)=C/c2c(N3CCCCC3)nc3ccccn3c2=O)c(=O)n(-c2ccccc2)n1C | 108 | 0.0 | 0 | 102 | 100 | 99 | 95 | 96
CCC1(c2ccc(Cl)cc2)NC(=O)N(CC(=O)NC2(C#N)CCCCC2)C1=O (configuration not stated) | 110 | 0.3 | 1 | 109 | 106 | 108 | 113 | 91

Some values from the entries so far:
`C=CCO/N=C/C1=C(O)C(C(=O)OC)C(C)(C)CC1=O` (configuration not stated) in CR mimetic SO reads 112
`CCC1(c2ccc(Cl)cc2)NC(=O)N(CC(=O)NC2(C#N)CCCCC2)C1=O` (configuration not stated) in Efflux pump inh reads 0.3
`O=C1C2C3C=CC(C3)C2C(=O)N1c1ccc(N2CCN(c3ccccn3)CC2)c([N+](=O)[O-])c1` (configuration not stated) in MEP2 TOR yeast reads 96

(further entries)
SMILES | LAP4 TOR yeast | Efflux pump inh | AHR activator | AGP1 TOR yeast | CIT2-GFP yeast | MEP2 TOR yeast | RPL19A TOR yeast | CR mimetic SO
Cc1cccc(C(=O)Nc2nnc(COc3ccccc3)s2)c1 | 99 | 0.0 | 8 | 99 | 96 | 90 | 99 | 102
Cc1c(C)c(C)c(CO/N=C/c2cccs2)c(C)c1C | 96 | 0.0 | 2 | 94 | 89 | 94 | 97 | 97
O=C(CCCC1=NS(=O)(=O)c2ccccc2N1)Nc1ccccc1 | 103 | -0.3 | 0 | 106 | 109 | 106 | 106 | 108
Cc1c(C)c2ccc(OC(C)C(=O)NCCc3c[nH]c4ccccc34)cc2oc1=O (configuration not stated) | 103 | -0.2 | 2 | 106 | 108 | 103 | 102 | 81
O=C(CSc1ccc2ccccc2n1)NC1CC1 | 91 | -0.1 | 3 | 88 | 95 | 91 | 91 | 108
CCOC(=O)C1=C(COC(=O)/C=C/c2ccc(OCC)c(OC)c2)NC(=O)NC1C (configuration not stated) | 117 | 0.0 | 3 | 104 | 91 | 106 | 96 | 122
CCN(C(=O)COC(=O)c1ccc([N+](=O)[O-])o1)c1cccc2ccccc12 | 104 | 0.5 | 0 | 108 | 93 | 105 | 108 | 99
Cc1cccc(CS(=O)(=O)c2ncc(Cl)c(C(=O)Nc3nnc(C(C)C)s3)n2)c1 | 101 | 0.0 | 0 | 97 | 103 | 108 | 98 | 127
COC(=O)c1ccc(COC(=O)CNS(=O)(=O)c2ccccc2)cc1 | 94 | -0.3 | 0 | 101 | 85 | 97 | 103 | 78
CC1=C(C(=O)OC(C)C)C(c2ccccc2)NC(=O)N1C (configuration not stated) | 99 | 0.2 | -2 | 105 | 112 | 115 | 106 | 117
O=[N+]([O-])c1ccc(-c2cn3c(n2)CCC3)cc1 | x | 0.1 | 2 | x | x | 103 | 101 | 123
COc1ccc(N(Cc2cc3cccc(C)c3[nH]c2=O)C(=O)C2CCCO2)cc1 (configuration not stated) | 103 | 0.0 | 6 | 107 | 102 | 101 | 101 | 95
CCOc1ccc(NC(=O)CN(C)C(=O)c2sc3ccccc3c2Cl)cc1OCC | 108 | 0.0 | 4 | 110 | 101 | 96 | 98 | 91
CC(C)C(=O)Nc1nnc(CCN2CCCCC2)s1 | 103 | 0.3 | 0 | 102 | 102 | 104 | 96 | 91
COc1ccc(CN2CCC(n3nccc3NC(=O)CCCc3ccccc3)CC2)cc1C | 98 | 0.0 | -9 | 102 | 101 | 98 | 104 | 103
COc1cc(-c2nnc(SCC(=O)NC3CCCC3)n2C)cc(OC)c1O | 95 | 0.1 | -1 | 102 | 106 | 107 | 104 | 122
O=C(Cc1ccsc1)NCC(c1ccco1)N1CCCCC1 (configuration not stated) | 91 | 0.2 | 8 | 94 | 93 | 94 | 97 | 104
COC(=O)c1sccc1NC(=O)c1ccccc1[N+](=O)[O-] | 84 | -0.2 | 8 | 77 | 107 | 90 | 109 | 107
CCCNC(=O)c1c(N)n(-c2cc(OC)cc(OC)c2)c2nc3ccccc3nc12 | 104 | 0.1 | 16 | 100 | 92 | 99 | 97 | 88
CCOCCCNC(=O)c1ccc(OC2CCN(C(C)=O)CC2)c(OC)c1 | 95 | 0.0 | -2 | 105 | 105 | 114 | 104 | 96
Fc1ccc2cnc(CCO[C@H]3CCCCO3)cc2c1 | 92 | 0.1 | 2 | 90 | 83 | 93 | 89 | 108
CC(C)c1ccc(OCC(=O)N(c2ccccn2)C2CCCCC2)cc1 | 96 | -8.7 | 5 | 95 | 101 | 94 | 102 | 89
COc1ccc(N(C(C)C(=O)NC2CCCCCC2)S(C)(=O)=O)cc1 (configuration not stated) | 105 | 0.0 | 2 | 108 | 102 | 100 | 102 | 95
C/C(=N\NC(=O)c1ccn(C)n1)c1cccc(NC(=O)c2ccc(C)s2)c1 | 104 | 0.1 | 13 | 105 | 110 | 114 | 107 | 92
Cc1ccc(NC(=O)c2nc(S(=O)(=O)Cc3ccccc3C)ncc2Cl)cc1C | 111 | 0.1 | 2 | 109 | 103 | 109 | 101 | 133
O=C(NCc1ccco1)c1cc2nc(-c3ccc4c(c3)OCO4)cc(C(F)(F)F)n2n1 | 96 | -0.1 | 63* | 79 | 84 | 95 | 95 | 96
O=C(O)CCC(NC(=O)c1ccc(Cl)cc1)C(=O)O (configuration not stated) | 96 | 0.0 | -2 | 97 | 86 | 97 | 99 | 97
COc1ccc(-c2nnc(SCc3ccccc3)n2N)cc1 | 101 | -0.1 | 6 | 93 | x | 97 | 97 | 97
CCCCNC(=O)CCCCC(=O)N/N=C/c1ccccc1Cl | 106 | 0.1 | 2 | 106 | 103 | 115 | 107 | 97
CCOC(=O)c1ccc(NCc2nc3ccccc3[nH]2)cc1 | 107 | 0.0 | 14 | 94 | 94 | 101 | 92 | 86

Reprinted from the part before: 2 entries, then new ones.
SMILES | LAP4 TOR yeast | Efflux pump inh | AHR activator | AGP1 TOR yeast | CIT2-GFP yeast | MEP2 TOR yeast | RPL19A TOR yeast | CR mimetic SO
CCCCNC(=O)CCCCC(=O)N/N=C/c1ccccc1Cl | 106 | 0.1 | 2 | 106 | 103 | 115 | 107 | 97
CCOC(=O)c1ccc(NCc2nc3ccccc3[nH]2)cc1 | 107 | 0.0 | 14 | 94 | 94 | 101 | 92 | 86
CCOC(=O)NN=C1c2ccccc2-c2ccccc21 | 90 | 0.1 | x | 96 | 93 | 98 | 99 | 93
Cc1ccnc2nc(C(=O)OCCOc3ccc(F)cc3)nn12 | 108 | 0.1 | 0 | 108 | 105 | 100 | 101 | 102
CC(C)(C)NC(=O)COC(=O)Cc1ccc(Cl)cc1 | 97 | 0.0 | 0 | 98 | 100 | 100 | 99 | 106
O=C(Nc1ccccc1)c1snc2c(=O)[nH]cnc12 | 99 | -0.2 | -3 | 101 | 106 | 107 | 101 | 89
O=C1CC(NS(=O)(=O)c2cccs2)CN1c1ccccc1 (configuration not stated) | 91 | 0.1 | -1 | 94 | 98 | 94 | 93 | 97
O=C(Nc1ccc(N2CCCC2)cc1)c1ccc([N+](=O)[O-])cc1Cl | 94 | 0.2 | -1 | 91 | 96 | 97 | 97 | 111

Source: PubChem BioAssay
